# TIM10 inh = inhibits growth of TIM10 yeast strain. S. cerevisiae TIM10 strain growth, BacTiter-Glo luminescence, 24 h. inhibition, % at 10 µM. hit rate 1.4% among 330,000. AID 463195;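 active = inhibition of 40% or more at the single tested concentration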;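 also: wild-type TIM10 isogenic control strain grown at permissive 25 °C; 0% = DMSO yeast wells and 100% = minimal medium wells without yeast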
# tim23-1 inh = growth inhibitors of tim23-1 mutant yeast; hit rate 1.3% among 330,000; inhibition, % at 20 µM; S. cerevisiae tim23-1 growth, BacTiter-Glo luminescence, 24 h;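 active = growth inhibition of the mutant yeast at or above 50%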;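 also: temperature-sensitive mutant grown at 25 °C; plate controls were DMSO-treated mutant yeast for no effect and medium wells lacking yeast for full effect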
# 697 NFkB inh = lowers PMA/ionomycin-induced NF-kB signal in 697 B cells | 697 B-cell NF-kB luciferase reporter, 16 h | inhibition, % at 4 µM | hit rate 0.33% among 330,000 | AID 435022; in the data active = inhibition above about 35%
# CHOP UPR activ = apoptotic UPR (CHOP) activation; CHO-CHOP luciferase reporter, luminescence; percent of tunicamycin response over DMSO baseline; activation, % at 10 µM; hit rate 0.34% among 330,000; AID 449763;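 active = at 10 µM dose, activation of 40% or more, normalized to positive control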;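 also: 100% = tunicamycin at 10 µg/mL and 0% = DMSO alone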
#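 measured by = luciferase luminescence | assay system = CHO-CHOP cells, stable luciferase reporter of PERK-eIF2a-CHOP signalling | amount = 500 reporter cells seeded per well | timing = 6 h compound exposure at 37 °C after overnight seeding | controls = positive tunicamycin 10 µg/mL, negative DMSO alone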
# Mdm2-MdmX inh = inhibitors of human Mdm2/MdmX interaction. O15151+Q00987. SaOS-2 split-luciferase Mdm2/MdmX complementation, luminescence. hit rate 3% among 330,000. inhibition, % at 8 µM;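 active = inhibition of at least 50% at 8 µM in the primary screen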
# Target sequence (O15151 whole entry, looked up): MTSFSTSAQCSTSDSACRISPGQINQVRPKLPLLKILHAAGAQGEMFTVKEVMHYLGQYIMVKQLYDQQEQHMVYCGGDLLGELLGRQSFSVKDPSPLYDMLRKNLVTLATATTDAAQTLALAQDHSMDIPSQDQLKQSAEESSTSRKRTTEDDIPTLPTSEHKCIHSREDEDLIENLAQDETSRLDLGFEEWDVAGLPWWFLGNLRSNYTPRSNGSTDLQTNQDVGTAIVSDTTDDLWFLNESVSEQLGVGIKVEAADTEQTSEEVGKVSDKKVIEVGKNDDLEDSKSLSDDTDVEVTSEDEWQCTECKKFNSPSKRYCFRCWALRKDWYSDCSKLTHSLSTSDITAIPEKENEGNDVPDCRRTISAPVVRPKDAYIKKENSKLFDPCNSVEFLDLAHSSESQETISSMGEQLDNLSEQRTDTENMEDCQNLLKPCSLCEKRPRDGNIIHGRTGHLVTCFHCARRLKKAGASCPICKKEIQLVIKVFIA
# Target sequence (Q00987 whole entry, looked up): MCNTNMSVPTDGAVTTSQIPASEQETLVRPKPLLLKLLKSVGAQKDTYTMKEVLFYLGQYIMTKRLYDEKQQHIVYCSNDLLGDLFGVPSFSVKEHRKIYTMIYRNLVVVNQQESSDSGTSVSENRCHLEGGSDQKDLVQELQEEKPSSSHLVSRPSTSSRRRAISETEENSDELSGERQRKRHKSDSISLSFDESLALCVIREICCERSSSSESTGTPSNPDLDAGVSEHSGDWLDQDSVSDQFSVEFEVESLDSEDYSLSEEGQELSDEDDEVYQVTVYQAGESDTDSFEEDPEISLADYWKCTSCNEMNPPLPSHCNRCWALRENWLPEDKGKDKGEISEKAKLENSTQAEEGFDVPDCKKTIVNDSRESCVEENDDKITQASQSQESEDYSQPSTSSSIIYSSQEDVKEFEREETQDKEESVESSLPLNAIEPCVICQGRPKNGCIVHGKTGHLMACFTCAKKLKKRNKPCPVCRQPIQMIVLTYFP
# XBP1 UPR activ = activators of adaptive arm of unfolded protein response (XBP1); activation, % at 20 µM; CHO-XBP1 luciferase reporter, IRE1-XBP1 UPR activation, luminescence; percent of tunicamycin response, DMSO as zero; hit rate 0.33% among 330,000;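 active = versus positive control, 20 µM dose yields 30% or more activation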;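 also: 100% = tunicamycin at 10 µg/mL and 0% = DMSO only wells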
#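 Material: CHO cell line with stable XBP1 luciferase reporter; buffer or medium: F12 medium containing 10% fetal bovine serum; compound: single point, 20 µM final compound, 1% DMSO; incubation: 6 h treatment, 37 °C; measured by: glow luminescence from Steady-Glo reagent; evaluation: activation, % of tunicamycin; control set: tunicamycin high, DMSO low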
# Jurkat NFkB inh = inhibitors of the PMA/ionomycin-induced NF-kB reporter in Jurkat cells. hit rate 0.53% among 330,000. inhibition, % at 4 µM. PMA/ionomycin-induced NF-kB luciferase reporter, luminescence. AID 435003; in the data active = inhibition above about 50%
# tim10-1 inh = tim10-1 yeast growth inhibition; S. cerevisiae tim10-1 ts strain growth, BacTiter-Glo, 24 h; inhibition, % at 20 µM; hit rate 2.2% among 330,000; AID 463190;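 active = inhibition of at least 40%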;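 also: mutant grown at 25 °C; 0% = DMSO wells with yeast and 100% = wells holding no yeast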
# * hit, by the source's call.
# Field names – A = TIM10 inh; B = tim23-1 inh; C = 697 NFkB inh; D = CHOP UPR activ; E = Mdm2-MdmX inh; F = XBP1 UPR activ; G = Jurkat NFkB inh; H = tim10-1 inh
Cc1nc2cc(NC(=O)CCS(=O)(=O)c3ccccc3)ccc2s1
  A: 14	B: 4	C: -52	D: -0.7	E: -46	F: -1	G: -96	H: 13
CCOCCCNCc1ccc(Cl)cc1
  A: 7	B: 7	C: -1	D: 3.1	E: -2	F: 2	G: -4	H: 1
CCOC(=O)CNc1ccc(OC(F)(F)F)cc1
  A: 17	B: 11	C: 7	D: 1.6	E: 3	F: 1	G: -9	H: 0
O=[N+]([O-])c1ccccc1CN1CCN(c2ncccn2)CC1
  A: 0	B: 8	C: -7	D: 1.7	E: -3	F: -2	G: -1	H: -5
Cc1c(NC(=O)C(C)Oc2ncnc3ccccc23)c(=O)n(-c2ccccc2)n1C (centres undefined)
  A: 1	B: 7	C: 10	D: -0.6	E: 8	F: -3	G: -12	H: 3
O=C(CSCc1ccccc1)N1CCN(c2ccc(F)cc2)CC1
  A: 11	B: 15	C: -18	D: 1.2	E: -7	F: 1	G: -16	H: 19
COc1cc(OC)c(C2=NOC(C(=O)N3CCCc4ccccc43)C2)cc1Cl (centres undefined)
  A: 19	B: 33	C: -24	D: 6.9	E: 37	F: 4	G: 2	H: 36
Cc1ccccc1OCC(=O)Nc1nnc(S(=O)(=O)N2CCCC2)s1
  A: 6	B: 9	C: -6	D: 1.1	E: -15	F: -4	G: -1	H: 10
O=C(CN1c2cccc3cccc(c23)S1(=O)=O)N1CCOCC1
  A: -7	B: 13	C: 5	D: 0.8	E: -8	F: -1	G: -2	H: 8
CN(Cc1cccc(-n2cccn2)c1)C(=O)CCc1nnc(C2CCCCC2)o1
  A: 3	B: 8	C: -39	D: 2.7	E: -21	F: 7	G: -35	H: 10
CN(C)S(=O)(=O)N1CCC(n2nccc2NC(=O)CCc2ccccc2)CC1
  A: 14	B: 13	C: -19	D: 1.5	E: -1	F: -3	G: 2	H: 8
Cc1cc(OCC(=O)O)c2ccccc2n1
  A: -9	B: 3	C: 3	D: 0.0	E: 7	F: -1	G: -10	H: 1
CCOc1ccc(C(=O)Nc2cc(C)on2)cc1
  A: 7	B: 3	C: -82	D: -1.1	E: -70	F: -2	G: -110	H: 3
O=C(CCCCCNc1nc(=S)[nH]c2ccccc12)NCc1ccccc1Cl
  A: -4	B: 4	C: 15	D: -1.4	E: -4	F: -3	G: -18	H: 11
O=C(CSc1ncc(S(=O)(=O)c2ccccc2)c(=O)[nH]1)Nc1ccccc1Cl
  A: -11	B: 15	C: 12	D: -0.9	E: 13	F: -4	G: 5	H: 5
Cc1ccc(N2C(=O)C3ON(c4ccccc4)C(c4ccncc4)C3C2=O)c(C)c1 (centres undefined)
  A: 29	B: 22	C: 12	D: 0.6	E: -4	F: 0	G: 6	H: 28
CC(NC(=O)c1ccco1)C(=O)N1CCN(c2cccc(Cl)c2)CC1 (centres undefined)
  A: -7	B: 13	C: -11	D: -0.3	E: -25	F: 0	G: -10	H: -9
COc1ccc(-c2nnc(SCC(=O)Nc3c(Cl)cc(Cl)cc3C(=O)O)o2)cc1
  A: -5	B: -1	C: 11	D: -0.1	E: 18	F: -1	G: 20	H: -16
Cc1c(C(N)=O)sc(N)c1C(=O)OC(C)C
  A: 9	B: -11	C: -33	D: 1.2	E: -3	F: -1	G: -9	H: 4
Nc1nc(N)c2c(ccc3nccc32)[nH]1
  A: -4	B: -5	C: 4	D: 0.2	E: 51*	F: -1	G: -4	H: 8
COc1cc(Br)cc(/C=N/NC(=O)Cc2ccc(C(F)(F)F)cc2[N+](=O)[O-])c1O
  A: 18	B: 6	C: 4	D: 0.0	E: 52*	F: -2	G: 16	H: 13
Cc1cccc(-c2nc(NCCCN3CCOCC3)c3ccccc3n2)c1
  A: 19	B: 31	C: -12	D: 2.6	E: 6	F: 2	G: -22	H: 33
Cc1cc(OCc2cc(C(=O)NCC3(C)COC3)no2)cc(C)c1Cl
  A: -1	B: 14	C: -4	D: 4.1	E: 12	F: -4	G: 15	H: 3
CN(C)c1cccc(C(=O)OCC(=O)Nc2ccccc2Cl)c1
  A: -2	B: -11	C: 11	D: 0.8	E: -21	F: 2	G: -5	H: 25
Nc1nc(C2CCOCC2)cs1
  A: 16	B: 11	C: 6	D: 0.5	E: 20	F: -1	G: -1	H: 4
N#CC1=C(SCC(=O)Nc2ccccc2)NC(=O)CC1c1ccc(O)cc1 (centres undefined)
  A: 3	B: 12	C: -32	D: 0.6	E: -5	F: 2	G: -87	H: 15
CCOC(=O)c1ccc(NC(=O)C2CC(=O)Nc3nc4ccccc4n32)cc1 (centres undefined)
  A: -7	B: 1	C: 3	D: 1.1	E: 25	F: 0	G: -22	H: -15
Cn1c(C(=O)NCCCN2CCCCC2)cc2sccc21
  A: -15	B: -5	C: 2	D: -0.6	E: -29	F: -4	G: 15	H: -7
CN(C)c1cccc(C(=O)N(C)C2CCCN(Cc3ccccc3F)C2)c1 (centres undefined)
  A: -5	B: -4	C: 14	D: 0.3	E: 29	F: 1	G: 3	H: 5
COc1ccc(Cl)cc1Nc1nc(NCCO)nc(N2CCCC2)n1
  A: 32	B: 4	C: -27	D: -1.3	E: 14	F: 2	G: -17	H: 28
O=C(CCn1cccc1)Nc1ccc(OC(F)(F)F)cc1
  A: -5	B: 21	C: -12	D: 1.1	E: -1	F: 3	G: -23	H: 3
CC(=O)Nc1ccc(N(C(=O)CNC(=O)c2ccco2)C(C(=O)NC2CCCC2)c2ccco2)cc1 (centres undefined)
  A: 1	B: 4	C: 10	D: 0.7	E: 20	F: -2	G: -6	H: -9
COc1ccc(NC(=O)CSc2nnc(C)c3ccccc23)cc1
  A: 17	B: 32	C: 16	D: 1.8	E: 5	F: -1	G: 18	H: 8
Cc1noc(C)c1COc1ccc(C(=O)O)cc1
  A: 4	B: -15	C: 5	D: 0.4	E: -17	F: 0	G: 14	H: -11
COc1ccccc1C(=O)NCCC(=O)NCCOc1ccccc1
  A: 5	B: 0	C: -39	D: 1.2	E: -1	F: -2	G: 13	H: -2
CCC(C)NCCOCCOc1ccccc1-c1ccccc1 (centres undefined)
  A: 2	B: 5	C: -8	D: 0.7	E: 45	F: 0	G: -13	H: -2
CC1CCCC(C)N1C(=S)SCC(=O)O (centres undefined)
  A: -3	B: -5	C: 20	D: -1.7	E: 33	F: -2	G: 9	H: -6
COCCCNCC1C(Oc2ccc(Cl)cc2)C(=O)N1c1ccccc1C (centres undefined)
  A: 18	B: 16	C: 10	D: 0.0	E: 20	F: 36*	G: -1	H: 29
CCOC(=O)N1CCC(NC(=O)CCN2C(=O)COc3ccccc32)CC1
  A: -6	B: 9	C: -32	D: 0.2	E: -17	F: 5	G: -15	H: -9
CC(C)N1CCN(C(=O)c2ccc(NC(=O)c3ccc(Br)o3)cc2)CC1
  A: -5	B: 15	C: -2	D: -1.2	E: -4	F: 1	G: -47	H: 0
CSc1nc(-c2ccccc2)ccc1C(N)=O
  A: 13	B: 3	C: 2	D: 1.8	E: -12	F: 7	G: 0	H: 10
CCCCNC(=O)O[C@H]1C[C@@H]2CCN3C(=O)CCC[C@H]([C@H]1Cc1ccccc1)[C@H]23
  A: 4	B: 7	C: -5	D: -1.1	E: -20	F: 0	G: 13	H: 13
COc1ccc(S(=O)(=O)Nc2ccc(Oc3ncccn3)c(Cl)c2)cc1
  A: 8	B: -2	C: 2	D: 0.0	E: -9	F: -3	G: -1	H: -4
COc1cccc(CC2(CO)CCN(Cc3cn(C)nc3C)CC2)c1
  A: 2	B: 4	C: 7	D: -0.6	E: 7	F: -2	G: 9	H: 3
CCC(C)(C)NC(=O)Cc1ccc(C)cc1
  A: -1	B: 6	C: 10	D: 3.5	E: 2	F: 2	G: 8	H: 11

# Grouped by structure: the entries above with a furan ring, fused or not (three)
# Field names – A = TIM10 inh; B = tim23-1 inh; C = 697 NFkB inh; D = CHOP UPR activ; E = Mdm2-MdmX inh; F = XBP1 UPR activ; G = Jurkat NFkB inh; H = tim10-1 inh
CC(NC(=O)c1ccco1)C(=O)N1CCN(c2cccc(Cl)c2)CC1 (centres undefined)
  A: -7	B: 13	C: -11	D: -0.3	E: -25	F: 0	G: -10	H: -9
CC(=O)Nc1ccc(N(C(=O)CNC(=O)c2ccco2)C(C(=O)NC2CCCC2)c2ccco2)cc1 (centres undefined)
  A: 1	B: 4	C: 10	D: 0.7	E: 20	F: -2	G: -6	H: -9
CC(C)N1CCN(C(=O)c2ccc(NC(=O)c3ccc(Br)o3)cc2)CC1
  A: -5	B: 15	C: -2	D: -1.2	E: -4	F: 1	G: -47	H: 0

# (listing goes on)
# Field names – A = TIM10 inh; B = tim23-1 inh; C = 697 NFkB inh; D = CHOP UPR activ; E = Mdm2-MdmX inh; F = XBP1 UPR activ; G = Jurkat NFkB inh; H = tim10-1 inh
O=C(Cc1ccccc1[N+](=O)[O-])N1CCN(c2ccc(F)cc2)CC1
  A: 22	B: 14	C: 10	D: -1.7	E: -14	F: -1	G: 14	H: 26
O=C(O)c1ccc(/C=C2\COc3ccccc3C2=O)cc1
  A: 18	B: 34	C: -59	D: 0.1	E: -15	F: 0	G: -12	H: 33
COc1cc(OC)cc(-c2nnc(SCC(=O)N3c4ccccc4Sc4ccccc43)o2)c1
  A: 7	B: 8	C: -13	D: -2.7	E: 54*	F: -3	G: 4	H: 6
CCc1ccc(Nc2ccc3nonc3c2[N+](=O)[O-])cc1
  A: 23	B: 16	C: 9	D: -2.4	E: 12	F: 1	G: 16	H: 19
O=C1CCCN1S(=O)(=O)c1ccc(F)cc1
  A: -10	B: -14	C: -6	D: -1.7	E: -4	F: -5	G: -1	H: -18
CC(C)CCNc1nc(N)c([N+](=O)[O-])c(N2CCCCCC2)n1
  A: 26	B: 50*	C: -42	D: 1.1	E: 3	F: 9	G: 44	H: 21
Cc1ccc(C(=O)NNC(=O)C2CCN(C(=O)OC(C)(C)C)CC2)cc1
  A: 8	B: 9	C: -14	D: -1.1	E: -9	F: -4	G: 6	H: 2
Cc1cc(C)n(CC(=O)Nc2ccc3c(c2)OCO3)c(=O)c1C#N
  A: 0	B: 3	C: -10	D: 3.1	E: 0	F: -3	G: 4	H: -17
COc1ccc(-c2cc(C(F)(F)F)n3nc(C(=O)N(C)Cc4ccccc4)cc3n2)cc1OC
  A: -2	B: 13	C: -26	D: -0.3	E: 19	F: 0	G: -11	H: 29
Cc1ccc(S(=O)(=O)Nc2ccccc2-c2ccccc2NS(=O)(=O)c2ccc(C)cc2)cc1
  A: 16	B: 36	C: 11	D: 1.1	E: 40	F: -1	G: 9	H: 32
Cc1cc(Nc2ccccc2)n(CCOC(=O)COc2ccccc2)n1
  A: -15	B: -2	C: 8	D: 2.8	E: 27	F: 0	G: -8	H: 21
c1ccc2c(c1)COC(CN1CCCCC1)OC2
  A: 1	B: -4	C: 20	D: 0.2	E: -12	F: 1	G: 11	H: 5
CCCCN=C(N)/C(C(=O)OCC)=C(\O)c1ccc(OC)cc1
  A: 18	B: 23	C: 14	D: -1.2	E: 3	F: -2	G: 0	H: 14
CCOC(=O)C1=C(C)N(CCCC(=O)O)C(=O)NC1c1cccc(OC)c1 (centres undefined)
  A: 8	B: 8	C: 21	D: 0.0	E: -36	F: 1	G: 4	H: 4
CCSc1nnc(NC(=O)C2CCN(S(=O)(=O)c3ccccc3C(F)(F)F)CC2)s1
  A: 12	B: 7	C: 2	D: 5.8	E: 1	F: -2	G: 10	H: 3
CCS(=O)(=O)Nc1cccc(C2=NN(S(=O)(=O)CC)C(c3ccccc3)C2)c1 (centres undefined)
  A: 3	B: -1	C: 13	D: -0.3	E: -3	F: -1	G: 9	H: 6

# Part of the list above, reduced to 697 NFkB inh and CHOP UPR activ.
SMILES | 697 NFkB inh | CHOP UPR activ
O=C(CN1c2cccc3cccc(c23)S1(=O)=O)N1CCOCC1 | 5 | 0.8
CC(C)N1CCN(C(=O)c2ccc(NC(=O)c3ccc(Br)o3)cc2)CC1 | -2 | -1.2
